RMI-FANCM inh – disruptors of RMI1/RMI2 association with MM2 peptide – biochemical, fluorescence polarization, human, primary screen | 0.58% of 70,000 active | RMI core complex with F-MM2 peptide; hits give low values | AID 1159607, 2016 | FP signal (polarization) at 33 µM; in the data active = FP signal below about 40; also: inactives centre near 61; strong numbers were not always called active; unit not given here
* marks the source's active call; other numbers are inactive results; & = joins results of further samples.

SMILES	RMI-FANCM inh
CCOc1ccc(CC(=O)N2CCN(c3ccc(-c4ccccc4OC)nn3)CC2)cc1	72
COc1ccc(-c2noc(Cn3c(=O)n(CC(C)C)c(=O)c4ccccc43)n2)cc1OC	66
COc1cc(C)c(C)cc1S(=O)(=O)N1CCN(c2ccc3nnc(C)n3n2)CC1	65
NC(=O)c1oc2ccccc2c1NC(=O)C(=O)NCc1ccccn1	56
COc1cccc2cc(-c3csc(NC(=O)/C=C/c4ccccc4Cl)n3)oc12	64
COC(=O)c1sccc1NC(=O)CN1CCCN(Cc2ccccc2Cl)S1(=O)=O	84
Cc1ccc(S(=O)(=O)NCCc2nnc3ccc(SCC(=O)Nc4cc(C)ccc4C)nn23)cc1	56
O=C1CSC(=O)N1c1ccc(OC(F)(F)F)cc1	61
COc1ccc(C(O)=C2C(=O)C(=O)N(Cc3cccnc3)C2c2ccc(Cl)c(Cl)c2)cc1F (stereo unspecified)	62
Cc1cc(C)c(NC(=O)C(=O)NCCc2ccc(N3CCCC3)cc2)c(C)c1	79
COc1ccc2c(C(F)(F)F)cc(SCc3cn4cc(C)ccc4n3)nc2c1	60
Cn1nc(NC(=O)Cn2ccc(C(F)(F)F)n2)c2ccccc21	63
CCc1nc2ccccc2nc1N1CCCC1	54
COc1ccc(OC)c(/C=C(/C#N)C(N)=S)c1	76
COC(=O)c1sccc1NC(=O)CC1C(=O)NCCN1C(=O)c1sc2ccccc2c1Cl (stereo unspecified)	55
OC(CNC1CCCC1)Cn1c2ccccc2c2ccccc21 (stereo unspecified)	93
Cc1ccc(NNC(=O)c2ccc(Cl)cc2)nn1	46
Clc1cc(Cl)c(OCC#CI)cc1Cl	50
C=CCNC(=O)COc1coc(CN2CCN(C(=O)c3ccco3)CC2)cc1=O	54
O=C(Cc1cccc2ccccc12)NCc1cc(-c2cccs2)on1	55
Nc1ccccc1C(=O)NCCCNC(=O)c1ccccc1N	56
Cc1cccc(OCCCC(=O)N2CCCc3ccccc32)c1C	72
COc1ccc(CCNC(=O)C2CCN(CC(=O)Nc3ccc(F)cc3)CC2)cc1OC	56
O=C(NCCO)c1cc[n+](CC(=O)c2cccs2)cc1	68
O=C(Cc1ccc([N+](=O)[O-])cc1)NCc1nnnn1-c1ccc(F)c(F)c1	61
CC(C)NC(=O)CC1S/C(=N\N=C/c2ccc([N+](=O)[O-])cc2)NC1=O (stereo unspecified)	50
COc1cc([C@@H]2c3cc4c(cc3[C@H](O)[C@H]3COC(=O)[C@H]23)OCO4)cc(OC)c1OC	60&49&63
CN(C)S(=O)(=O)c1ccc2c(c1)C(=NNc1ccccc1)c1cc(S(=O)(=O)N(C)C)ccc1-2	59
CC1(C)O[C@@H]2CC3C4C[C@H](F)C5=CC(=O)CC[C@]5(C)C4[C@@H](O)C[C@]3(C)[C@]2(C(=O)CO)O1 (stereo partly specified)	54
O=C(Cc1cccc2ccccc12)Nn1cnc2c(cnn2-c2cccc(Cl)c2)c1=O	83

As a working copy, some entries already given:
SMILES	RMI-FANCM inh
O=C(NCCO)c1cc[n+](CC(=O)c2cccs2)cc1	68
O=C(Cc1ccc([N+](=O)[O-])cc1)NCc1nnnn1-c1ccc(F)c(F)c1	61
CC(C)NC(=O)CC1S/C(=N\N=C/c2ccc([N+](=O)[O-])cc2)NC1=O (stereo unspecified)	50
COc1cc([C@@H]2c3cc4c(cc3[C@H](O)[C@H]3COC(=O)[C@H]23)OCO4)cc(OC)c1OC	60&49&63
CN(C)S(=O)(=O)c1ccc2c(c1)C(=NNc1ccccc1)c1cc(S(=O)(=O)N(C)C)ccc1-2	59
CC1(C)O[C@@H]2CC3C4C[C@H](F)C5=CC(=O)CC[C@]5(C)C4[C@@H](O)C[C@]3(C)[C@]2(C(=O)CO)O1 (stereo partly specified)	54
O=C(Cc1cccc2ccccc12)Nn1cnc2c(cnn2-c2cccc(Cl)c2)c1=O	83

New compounds follow:
SMILES	RMI-FANCM inh
CCc1cc2c(=O)c(-c3cnn(-c4ccccc4)c3)c(C(F)(F)F)oc2c(CN2CCCCC2)c1O	59
Cc1cn(CCC(=O)NC2CCN(Cc3ccccc3)CC2)c2ccccc12	52
Cc1ccc(-n2cc(C(=O)N3CCN(Cc4ccccc4)CC3)nn2)cc1C	59
C=CCn1c(SCC(=O)c2ccc3c(c2)OCCO3)nc2sc3c(c2c1=O)CCC(C)C3 (stereo unspecified)	76
N#CC1(C#N)C(C#N)(C#N)C12CCCCC2	48
Nc1nc(-c2nc3ccccc3s2)cs1	71
CCC(C)NC(=O)Cn1nc2ccc(SCc3ccc(Cl)cc3)nn2c1=O (stereo unspecified)	68
CC(=O)Nc1ccc(NC(=O)Cc2csc(Nc3cccc(Cl)c3)n2)cc1	62
O=C(Cn1c(-c2cccnc2)nc2ccccc21)Nc1nccs1	59
Cc1ccc(S(=O)(=O)/C=C/c2ccc([N+](=O)[O-])o2)cc1	50
CC(=O)c1c(C)oc2ccc(NS(=O)(=O)c3cc4c5c(cccc5c3)C(=O)NC4=O)cc12	57&57
COc1ccc(CC(=O)Nc2nnc(-c3cc(C)nn3C)o2)cc1	66
O=C(Nc1nnc(-c2ccc(Br)s2)o1)c1nc2ccccc2s1	67
CCOC(=O)c1cnc(SCc2ccc(Cl)cc2)nc1N	58
O=S(=O)(NCc1ccco1)c1ccc2c(c1)OCCO2	72
CCOCCCN1COc2ccc3c(C)c(-c4ccc(OC)cc4)c(=O)oc3c2C1	61
Cc1nnc(SCC(=O)Nc2ccc(F)cc2F)n(N)c1=O	57
COC(=O)C(O)(c1ccc(NC(=O)c2ccc(Cl)c(Cl)c2)cc1)C(F)(F)F (stereo unspecified)	64
CSc1cccc(NC(=O)CSc2nc3c(-c4ccccc4)c[nH]c3c(=O)n2C)c1	129
O=c1cccn[nH]1	69
CSc1nnc(N)s1	65
CCc1ccccc1NC(=O)Cn1cnc(-c2ccc(F)cc2)cc1=O	87
O=C(Nc1ccncc1)C1CCCN(c2ccc(-c3ccccc3)nn2)C1 (stereo unspecified)	62
COc1ccccc1OCC(O)CN1CCNCC1 (stereo unspecified)	64
CC(=O)Nc1nc(-c2cccnc2)cs1	63
CCOC(=O)c1ccc(OCc2ccccc2)cc1	61
CCOC(=O)c1c(SCC(=O)Nc2ccc(OC(F)(F)F)cc2)nc(=O)[nH]c1C	55
Cc1ccc2nc(Nc3nc4ccccc4[nH]3)nc(-c3ccccc3)c2c1	58
CC(=O)ON1C(=O)c2cccc3c([N+](=O)[O-])ccc(c23)C1=O	-6*
NC(=O)c1ccccc1NC(=O)Cc1cc(=O)[nH]c(SCc2ccccc2F)n1	62

Arranged by the number under RMI-FANCM inh (high to low): three of the compounds above.
SMILES	RMI-FANCM inh
CCc1ccccc1NC(=O)Cn1cnc(-c2ccc(F)cc2)cc1=O	87
CSc1nnc(N)s1	65
CCOC(=O)c1ccc(OCc2ccccc2)cc1	61

The listing continues:
SMILES	RMI-FANCM inh
CC(N)=NN(C)c1cccc(F)c1C#N	53
CCC(C)(C)N=C(NC#N)Nc1cccnc1	58
CC(NC(=O)CCCn1nc(-c2ccc(F)cc2)ccc1=O)c1ccccc1 (stereo unspecified)	75
O=C(NCCc1ccccc1)c1cccc2c3c([nH]c12)CCCC3	59
NC(=O)c1c(NC(=O)C2CCN(S(=O)(=O)c3ccc(Cl)s3)CC2)sc2c1CCCC2	80
COc1cccc(CSc2nc(C)c(CC(=O)Nc3nccs3)c(=O)[nH]2)c1	67
O=C(NCCN1CCOCC1)C(=O)NCCN1CCN(c2ccc(F)cc2)CC1	61
Cc1cc(-c2nnc(NC(=O)c3ccc4c(c3)OCCO4)o2)n(C)n1	71
CC(=O)c1sc(NC(=O)c2cc(C)n(C)n2)nc1C	65
CCOc1ccccc1C1CC(=O)NC(SCC(=O)Nc2cc(OC)c(Cl)cc2OC)=C1C#N (stereo unspecified)	57
O=C(Cn1cnc(-c2ccccc2)cc1=O)N1CCN(Cc2ccccc2)CC1	69
Cc1csc(CN2CCN(C(=O)c3ccc(S(=O)(=O)N4CCOCC4)cc3)CC2)n1	62
O=C(CCc1csc2nc(-c3ccccc3)cn12)N1CCc2ccccc2C1	66
O=S(=O)(c1ccccc1)N1CCN(c2cnccn2)CC1	64
Cc1nc2ccccc2n1Cc1ccc(C(=O)NCCc2ccc(F)cc2)o1	62
CCOC(=O)N1CCc2c(sc3ncn(CC(=O)c4ccc(Br)cc4)c(=O)c23)C1	64
C=CCSc1nnc(-c2cccc(S(=O)(=O)N3CCOCC3)c2)o1	60
CCOc1ccc(-c2nc(C#N)c(N3CCN(C(=O)c4ccco4)CC3)o2)cc1	61
O=C(CN1CCN(Cc2nc(-c3ccco3)cs2)CC1)NCc1ccc2c(c1)OCO2	57
NCC(O)COc1cccc(Oc2ccccc2)c1 (stereo unspecified)	84
O=C(CCc1csc(NC(=O)c2ccc[nH]c2=O)n1)NC1CCCCCC1	61
C=CCNC(=O)Nc1cn(CC)c2ccccc12	52
CCCn1ccc2c(OCC(=O)NCCc3ccc(OC)c(OC)c3)cccc2c1=O	55
CCOc1cc(C)ccc1S(=O)(=O)NCc1cccnc1	62
CCN1C(=O)Cc2cc(NC(=O)COc3ccc(F)cc3)ccc21	68
O=C(CSc1nnc(NC(=O)Cc2cccs2)s1)Nc1ccc2c(c1)OCCO2	63
Cc1ccc(-c2nc3c(c(SCC(=O)Nc4cccc(C)c4)n2)Cc2cc(C)ccc2O3)cc1	60
Cc1c(C)c(C)c(CN)c(C)c1C	64
S=C(NCCc1ccccn1)Nc1ccccc1	63
O=C(CS(=O)(=O)c1cn(CC(=O)N2CCCCC2)c2ccccc12)NCc1ccc2c(c1)OCO2	60
Cc1ccc(C)c(S(=O)(=O)NCc2ccc(C(=O)N3CCCCCC3)cc2)c1	75
Cc1sc2ncnc(SCC(=O)c3ccc(Cl)c(Cl)c3)c2c1C	78
CC(=O)Nc1nnc(-c2cc(C)n(C)n2)o1	72
CCn1nccc1C(=O)Nc1nccs1	66
CC(C)c1ccc(-c2csc3ncnc(N4CCN(c5cccc(C(F)(F)F)c5)CC4)c23)cc1	89
O=C(Nc1cccc2ccccc12)N1CCN(Cc2ccc3c(c2)OCO3)CC1	54
O=C(Cc1cccs1)NCCc1ccc(N2CCCC2)cc1	69
COc1ccc(-c2nn(-c3ccccc3)cc2C2CC(c3cccs3)=NN2C(=O)CCCC(=O)O)cc1 (stereo unspecified)	54
O=C1C=C(c2ccc(Br)cc2)OC(=O)C1C(=O)c1ccc(Br)cc1 (stereo unspecified)	60
Cc1nn(C)c(NCc2cccs2)c1[N+](=O)[O-]	62
CCCC(=O)Nc1nnc(-c2cc(C)n(C)n2)o1	73
Cc1ccc2nc(NC(=O)CSc3nnc(-c4ccc(=O)n(C)c4)n3C)sc2c1	63
CC(O)CCC(=O)NCCc1nc2ccccc2n1Cc1ccccc1F (stereo unspecified)	63
COc1cccc2c(=O)n(CC(=O)N3CCCc4ccccc43)ccc12	58
COc1ccccc1NC(=O)c1cc(-c2cccc(C(F)(F)F)c2)oc1C	66
O=C1c2cccc3c(Cl)ccc(c23)C(=O)N1CCc1ccccc1	66
O=C(CNC(=O)C12CC3CC(CC(C3)C1)C2)N/N=C/c1c[nH]c2ccccc12	62
NS(=O)(=O)c1ccc(CCN2CC(=O)N(c3ccccc3)C3CS(=O)(=O)CC32)cc1 (stereo unspecified)	56
CC1CN=C(NC2CCCCC2)S1 (stereo unspecified)	51
O=C(Nc1ccc(Cl)cc1)NC1CCCCNC1=O (stereo unspecified)	55

Two of the compounds above, with the structure last.
RMI-FANCM inh | SMILES
55 | O=C(Nc1ccc(Cl)cc1)NC1CCCCNC1=O (stereo unspecified)
73 | CCCC(=O)Nc1nnc(-c2cc(C)n(C)n2)o1

(continued)
SMILES	RMI-FANCM inh
NC(=O)C1Cc2ccccc2N1C(=O)c1ccccc1S(=O)(=O)C(F)F (stereo unspecified)	66
CC(C)(C)C(=O)O/N=C(\c1cccs1)C(C)(C)C	52
Cn1nccc1C(=O)Nc1ccccc1C#N	70
CCOC(=O)c1cccc(NC(=O)CSc2nc3c(-c4ccccc4)c[nH]c3c(=O)n2C)c1	121
O=C(NCCCSc1nc2ccccc2s1)Nc1ncccn1	56
O=C(c1ccccc1F)N1CCN(Cc2nc(-c3ccco3)cs2)CC1	62
CC(Sc1nc2ccccc2[nH]1)C(=O)Nc1nnc(-c2ccc(F)cc2)s1 (stereo unspecified)	60
COc1cc(CCN=Cc2ccccc2O)c([N+](=O)[O-])cc1OC	47
O=C(NCCc1csc2nc(-c3ccc(Cl)cc3)nn12)C(=O)Nc1ccc2c(c1)OCCO2	95
CC(=O)n1nccc1-c1nccnc1C	56
COc1ccc(CCNC(=O)C(=O)NCc2ccccc2Cl)cc1OC	53
C=C1N(c2cccc(C(F)(F)F)c2)C(=O)OC1(C)C	68
O=C(Cc1ccc(F)cc1)Nc1nc(CN2CCc3ccccc3C2)cs1	69
OCC1OC(n2nnc3ccccc32)C(O)C(O)C1O (stereo unspecified)	59
COc1cc(NC(=O)c2ccccc2)c(C)cc1NC(=O)CC(CC(=O)O)c1ccccc1 (stereo unspecified)	56
COc1ccc(NC(=O)C(=O)NCC(=O)N2CCOC(c3ccccc3)C2)cc1 (stereo unspecified)	112
COc1ccc(OC)c(-n2c(=S)[nH]c3cc(C(=O)Nc4ccc(Oc5ccccc5)cc4)ccc3c2=O)c1	61
CCOc1ccc(S(=O)(=O)NCc2ccco2)cc1C(C)(C)C	60
CN(C)C(=O)C(=O)c1c[nH]c2ccc(Br)cc12	61
CS/C(=C(/C#N)S(=O)(=O)C(C)C)N1CCOCC1	48
Cc1cc(Oc2ncnc3c2cnn3-c2ccc(Cl)cc2)ccc1[N+](=O)[O-]	57
Cc1ccc(S(=O)(=O)Nc2ccccc2N2C(=O)c3cccc4cccc(c34)C2=O)cc1	51
O=S(=O)(CCSc1ccc(C(F)(F)F)cn1)c1ccc(Cl)cc1	51

Screening data from PubChem BioAssay.

Not all compounds are listed; count on the stated rates, not on these rows.
